# STEP block: STEP (human) phosphatase inhibition; P54829; recombinant STEP, OMFP fluorogenic substrate, fluorescence; inhibition, % at 20 µM; 360,000 compounds, 0.25% hits; AID 588621;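 active means inhibition at 20 µM, scaled per plate between control wells, above about 37%, limit read from the data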;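 further: 0% = DMSO with enzyme and substrate and 100% = substrate only without enzyme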
# Target sequence (P54829 whole entry, looked up): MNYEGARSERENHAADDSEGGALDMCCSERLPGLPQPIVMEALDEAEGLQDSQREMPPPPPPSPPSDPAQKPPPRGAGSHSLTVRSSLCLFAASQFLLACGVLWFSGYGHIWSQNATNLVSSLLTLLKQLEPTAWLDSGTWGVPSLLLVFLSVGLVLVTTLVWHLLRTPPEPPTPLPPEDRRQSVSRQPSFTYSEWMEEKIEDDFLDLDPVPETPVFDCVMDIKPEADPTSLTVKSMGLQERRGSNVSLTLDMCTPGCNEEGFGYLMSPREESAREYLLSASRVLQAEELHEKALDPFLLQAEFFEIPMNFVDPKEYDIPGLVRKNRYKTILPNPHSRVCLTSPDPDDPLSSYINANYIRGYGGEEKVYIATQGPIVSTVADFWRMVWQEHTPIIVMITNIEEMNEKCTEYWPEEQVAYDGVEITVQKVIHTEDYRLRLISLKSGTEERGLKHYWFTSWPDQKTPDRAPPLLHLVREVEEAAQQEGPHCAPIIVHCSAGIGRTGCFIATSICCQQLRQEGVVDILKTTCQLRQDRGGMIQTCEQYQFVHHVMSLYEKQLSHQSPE
#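 System: STEP (striatal-enriched tyrosine phosphatase) enzyme, cell-free; medium: Bis-Tris pH 6.0 buffer with DTT, detergent; dosing: 20 µM, 1% DMSO; times: reaction 20 min, ambient temperature; detection: fluorescence, 480/540 nm; read-out basis: normalized % inhibition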
# Scp-1 inhibitor: Scp-1 (human) phosphatase inhibition. Q9GZU7. Recombinant Scp1, phosphopeptide, malachite green phosphate absorbance. inhibition, % at 20 µM. 340,000 compounds, 0.88% hits. AID 493091;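 active means inhibition above about 50% at 20 µM, limit read from the data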;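 further: plate controls were DMSO wells with enzyme for no effect and wells lacking enzyme for full effect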
#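 System: truncated SCP-1 phosphatase (76-261aa); medium: Tris acetate buffer pH 5.5 with MgCl2 and Tween-20; incubation: 45 min room-temperature reaction, 5 min colour, 30 min stabiliser; compound: single 20 µM dose, 1% DMSO; reagent: Phosphorylated 17-residue peptide substrate; read-out: % inhibition at 20 µM; technique: colorimetric free-phosphate detection, absorbance 630 nm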
# CendR NRP1 mod: NRP-1/CendR interaction modulation | O14786 | FAM-RPARPAR peptide binding to NRP-1, fluorescence polarization | inhibition, % at 25 µM | 360,000 compounds, 0.85% hits | AID 602438;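 active means inhibition or corrected inhibition above about 18%, plus a signal ratio from 0.5 to 1.5, limit read from the data, passing the limit was not always enough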; further: strong numbers were not always called active
# SKN-1 block: blocks SKN-1 activity in C. elegans; C. elegans VP596 Pgst-4::GFP/RFP ratio, acrylamide-induced, 24 h; inhibition, % at 21.8 µM; 360,000 compounds, 0.49% hits;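 active means interference check ratio from 0.5 to 1.5 plus GFP to RFP signal ratio inhibition reaching or exceeding a fixed threshold, cut at about 30% in these data, passing the limit was not always enough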; further: some compounds called inactive have numbers as strong as hits
# NadD inh: NadD (S. aureus) enzyme inhibition; purified NadD enzyme, colorimetric absorbance read-out; inhibition, % at 20 µM; 360,000 compounds, 0.78% hits; AID 602399; in the data active means inhibition above about 26%; further: some compounds past the cut are filed as inactive
# LMPTP block: LMPTP (human) inhibition; P24666; recombinant LMPTP-A, OMFP fluorogenic substrate, fluorescence intensity; inhibition, % at 20 µM; 360,000 compounds, 0.22% hits; AID 651560;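 active means compounds that cut the enzyme signal by at least half of the control window in the single-dose screen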;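 further: plate controls were DMSO wells with enzyme plus substrate for no effect and substrate without enzyme for full effect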
# Target sequence (P24666 whole entry, looked up): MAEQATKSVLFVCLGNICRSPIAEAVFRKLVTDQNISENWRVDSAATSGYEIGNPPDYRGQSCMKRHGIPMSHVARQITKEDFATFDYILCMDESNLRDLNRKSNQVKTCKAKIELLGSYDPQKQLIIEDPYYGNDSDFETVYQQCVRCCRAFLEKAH
#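 test system = LMPTP-A | amount = 0.625 nM LMPTP-A final | reagent = fluorogenic phosphatase substrate OMFP at 400 µM final | incubation = 50 min at room temperature | benchmarks = no-enzyme low control, uninhibited high control | medium = Bis-Tris pH 6.0, DTT, detergent | signal = fluorescence intensity of OMFP turnover product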
# MT1-MMP act inh: MT1-MMP (human) activation inhibition; HT1080 RFP-PRO-GFP cells, GFP/RFP ratio fluorescence, overnight; percent of plate control window, DMSO zero; GFP/RFP ratio change, % at 20 µM; 360,000 compounds, 0.061% hits;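 active means GFP/RFP ratio change of at least 30% with cell ATP level not reduced by more than half and red fluorescence within 50% of control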; further: strong numbers were not always called active
#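 Assay system: RFP-PRO-GFP reporter HT1080 cells; read-out basis: GFP/RFP fluorescence ratio; benchmarks: DMSO wells and RFP-L50D-GFP cells; doses: 20 µM single dose, 1% DMSO; schedule: overnight cell settling, then overnight compound exposure, 37 °C, 5% CO2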
# Rpn11 block: blocks the human proteasome subunit Rpn11. O00487. human 26S proteasome, Ub4-pepOG fluorescence polarization; 20S core pre-blocked with epoxomicin. calls only at 20 µM. 360,000 compounds, 0.59% hits;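 active means inhibition at 20 µM, scaled to each plate's controls, above about 33%, limit read from the data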
# Target sequence (O00487 whole entry, looked up): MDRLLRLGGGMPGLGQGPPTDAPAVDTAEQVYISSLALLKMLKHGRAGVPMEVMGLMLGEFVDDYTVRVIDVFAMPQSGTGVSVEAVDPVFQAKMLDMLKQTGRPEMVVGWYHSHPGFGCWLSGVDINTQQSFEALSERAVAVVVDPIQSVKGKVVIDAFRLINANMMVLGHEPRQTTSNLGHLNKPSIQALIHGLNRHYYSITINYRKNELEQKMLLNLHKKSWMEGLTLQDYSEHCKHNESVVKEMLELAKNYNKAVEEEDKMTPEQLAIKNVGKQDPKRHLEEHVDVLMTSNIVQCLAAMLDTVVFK
# DNMT1 inh: inhibitors of human DNMT1. P26358. DNMT1 molecular beacon, Hinp1I cleavage, fluorescence. inhibition (reported as % activation of signal), % at 10 µM. 360,000 compounds, 0.83% hits; in the data active means inhibition above about 50%
# SUMO1 PPI mod: modulators of human SUMO1-mediated protein-protein interactions | SUMO1 binding to a labelled peptide, TR-FRET, 1 h | P63165 | 360,000 compounds, 0.33% hits | inhibition, % at 20 µM; in the data active means inhibition above about 37%
# Active calls of the source: *; i = inactive; . = no result given; + = active, no number.
nr	smiles	STEP block	Scp-1 inhibitor	CendR NRP1 mod	SKN-1 block	NadD inh
1	C/C(=N\NC(=O)c1ccccc1)c1ccc(N2CCOCC2)cc1	-3	-6	15	-28	-1
2	O=C(O)CSCc1nc2scc(-c3ccccc3)c2c(=O)[nH]1	4	-8	-22	-4	-3
3	O=C(CSc1nnc(-c2ccco2)o1)c1ccc[nH]1	1	40	-12	5	16
4	CC(=O)Nc1ccc(NC2CCCCC2NS(=O)(=O)c2ccc(Cl)cc2)cc1 (stereo not given)	1	-10	-6	-6	0
5	O=C(N/N=C/c1oc(O)c2ccccc12)c1ccccc1	-2	-2	-12	-3	0
6	CCCCC(c1nnnn1CS(=O)(=O)c1ccc(C)cc1)N1CCN(c2ccccc2)CC1 (stereo not given)	2	3	-8	5	4
7	O=C(c1nc2n(n1)C(c1ccc(Cl)cc1)C=C(c1ccccc1)N2)N1CCOCC1 (stereo not given)	-4	3	19	11	6
8	Cc1nc(C)c(-c2nnc(-c3cccc(S(=O)(=O)N(C)C)c3)o2)cc1C(=O)NN	0	-7	7	13	-4
9	CCn1c(CCC(=O)N(C)CC(=O)Nc2cccc(F)c2)nc2cc(S(=O)(=O)N(C)C)ccc21	-1	-8	14	-2	-1
10	COc1ccc(CN(C)C(C)C(=O)N(C)CC(=O)Nc2ccc(C)cc2)cc1F (stereo not given)	-2	-12	-9	2	-1
11	CC(/C=C1\SC(=S)N(C(C(=O)O)c2ccccc2)C1=O)=C\c1ccccc1 (stereo not given)	-2	1	-86	-5	9
12	Cc1cc(-c2onc(C)c2C(N)=O)no1	-4	4	-1	-13	-7

nr	LMPTP block	MT1-MMP act inh	Rpn11 block	DNMT1 inh	SUMO1 PPI mod
1	-0.5	6	i	-2	-8
2	0.5	1	i	-1	2
3	53*	0	i	55*	18
4	0.1	1	i	-1	2
5	-2.3	5	i	0	-5
6	2.3	-18	i	-10	-3
7	0.3	-46	i	3	-17
8	-0.9	-2	i	1	5
9	-0.5	2	i	2	0
10	-0.9	-3	i	3	4
11	0.1	-4	i	20	-9
12	-1.3	-4	i	1	-3

# Further entries.
nr	smiles	STEP block	Scp-1 inhibitor	CendR NRP1 mod	SKN-1 block	NadD inh
13	COc1ccc(C(=O)N2CCN(c3cccc(Cl)c3)CC2)cc1	1	-8	4	5	-6
14	C#CCN(C[C@@H]1[C@@H](OC(=O)NCc2ccccc2F)[C@@H](OC(=O)NCc2ccccc2F)Cn2c(=O)n(CCCCCC)c(=O)n21)S(=O)(=O)c1ccc(C)cc1	1	.	-10	6	5
15	COc1ccc(-c2ccc(OC)c([C@H]3[C@H]4C=CC[C@@H](C)[C@@H]4C(=O)N3Cc3ccccc3)c2)cc1C	4	-6	29*	9	9
16	COC(=O)[C@]1(Cc2ccccc2)N[C@H](CN(C)C(=O)COc2ccccc2)[C@@H]2C(=O)N(C)C(=O)[C@@H]21	2	-8	0	1	-3
17	Cc1cnc(NC(=O)C2CC(=O)N(c3ccc4c(c3)OCCO4)C2)s1 (stereo not given)	3	5	4	-12	2
18	CCC1CCCCN1CCCNC(=O)Cn1nc(-c2ccc(C)cc2)ccc1=O (stereo not given)	1	13	0	6	-7
19	Cc1cccc(-c2oc3ccc(-c4ccc5c(c4)OCO5)cc3c2C(=O)OCc2ccc(O)cc2)c1	-2	11	9	-3	-4
20	CCNC(=O)C1(C)CCN(C(=O)c2ccc(F)cc2Cl)C1 (stereo not given)	7	.	2	-5	5
21	CN(Cc1ccccc1)C(=O)CN1C(=O)C2C3C=CC(C3)C2C1=O (stereo not given)	-3	-3	9	6	-3
22	CCOc1ccc(C(=O)N[C@H](C(=O)N2CCN(c3ncccn3)CC2)C(C)C)cc1	1	.	-1	-5	-1
23	CN(C(=O)c1ccc(NC(=O)Cc2cccc([N+](=O)[O-])c2)cc1)C1CC1	0	4	-8	7	1
24	CC(C)(C)N=C1NN=C(c2ccc(Cl)cc2)CS1	-2	-23	-12	51*	-2

nr	LMPTP block	MT1-MMP act inh	Rpn11 block	DNMT1 inh	SUMO1 PPI mod
13	-0.6	2	i	-2	-2
14	1.9	4	i	3	1
15	12	-14	i	11	7
16	-1.0	2	i	6	4
17	-0.5	-12	i	9	-1
18	-0.4	2	i	1	-13
19	0.3	.	i	-19	-2
20	-1.5	2	i	4	-7
21	-1.5	5	i	0	1
22	-0.6	-1	i	1	0
23	0.1	5	i	1	-14
24	-2.2	5	i	-7	-4

# Next section.
nr	smiles	STEP block	Scp-1 inhibitor	CendR NRP1 mod	SKN-1 block	NadD inh
25	O=C(NC(=S)NN1CCCCC1c1cccnc1)c1ccc(Cl)cc1Cl (stereo not given)	12	3	-9	-5	5
26	CC(C)(C)N1C(=O)c2ccc(C(=O)Nc3ccc(-c4nc5ccccc5[nH]4)cc3)cc2C1=O	4	-1	0	-4	0
27	Cc1ccc(C(=O)Nc2cc3c(cc2N2CCCCC2)n(C)c(=O)n3C)cc1	3	44	5	3	2
28	CCNC(=O)c1sc(-c2ccccc2)nc1C	-2	-11	-11	-22	-1
29	Cc1ccc(S(=O)(=O)N[C@H](C(=O)Oc2ccc3c(C(F)(F)F)cc(=O)oc3c2)c2ccccc2)cc1	0	6	6	-8	1
30	O=C1CC(c2ccccc2)n2nc(NC(=O)c3ccccc3)nc2N1 (stereo not given)	1	-7	-7	-15	2
31	CCN(CC)CCN1C(=O)C(=O)/C(=C(/O)c2c(C)[nH]c(C(=O)OC)c2C)C1c1ccc(C)o1 (stereo not given)	3	-7	4	15	-1
32	CCNC(=S)N1CCN(S(=O)(=O)c2ccccc2C(F)(F)F)CC1	-2	-3	-1	-6	-4
33	CCc1cc2cc(OC)ccc2nc1SCC(=O)NNC(=O)c1ccco1	-3	-3	4	14	-1
34	O=C(Cn1ncc2c(=O)oc3ccccc3c21)NCCc1ccsc1	2	-14	3	-9	-2
35	CCOC(=O)C1CCCN(c2nc3ccccc3nc2C(C#N)C(=O)NCc2ccccc2)C1 (stereo not given)	-3	-15	0	-25	5
36	Cc1c(C(=O)N/N=C/c2ccc(O)c(Br)c2)sc(N)c1C#N	-5	-7	-51	-6	9

nr	LMPTP block	MT1-MMP act inh	Rpn11 block	DNMT1 inh	SUMO1 PPI mod
25	-0.3	1	i	-2	1
26	1.3	4	i	38	1
27	3.0	4	i	-1	12
28	-1.7	8	i	-1	-6
29	-2.1	-45	i	2	-8
30	0.1	-1	i	-1	0
31	-1.1	0	i	-2	2
32	-1.2	0	i	1	2
33	-0.1	-2	i	1	2
34	-0.7	4	i	3	5
35	1.8	-33	i	-4	8
36	-6.5	-53	+	-11	18

# Filtered by structure, the compounds so far with an aryl thioether with sulfur outside any ring.
nr	smiles	STEP block	Scp-1 inhibitor	CendR NRP1 mod	SKN-1 block	NadD inh
3	O=C(CSc1nnc(-c2ccco2)o1)c1ccc[nH]1	1	40	-12	5	16
33	CCc1cc2cc(OC)ccc2nc1SCC(=O)NNC(=O)c1ccco1	-3	-3	4	14	-1

nr	LMPTP block	MT1-MMP act inh	Rpn11 block	DNMT1 inh	SUMO1 PPI mod
3	53*	0	i	55*	18
33	-0.1	-2	i	1	2

# Next entries follow:
nr	smiles	STEP block	Scp-1 inhibitor	CendR NRP1 mod	SKN-1 block	NadD inh
37	CCOc1ccc(C(=O)NC(=S)NC2CCCC2)cc1[N+](=O)[O-]	2	-12	0	1	-5
38	CCCCn1c(SCC(=O)c2ccc(OC)cc2OC)nc2cc(S(N)(=O)=O)ccc21	1	33	-7	-8	19
39	CCOC(=O)c1c(NC(=O)C2=COCCO2)sc2c1CCN(C(=O)OC)C2	10	-5	-16	15	-4
40	CCOc1ccc(S(=O)(=O)Nc2ccccc2C(=O)NCC2CCCO2)cc1 (stereo not given)	3	12	3	9	-3
41	CCOC(=O)c1ccc(Oc2cn[nH]c2-c2ccc(O)cc2O)cc1	-4	-17	5	1	0
42	CCn1cc(Cl)c(C(=O)Nc2cccc(C(F)(F)F)c2)n1	-6	-7	0	7	-15
43	Cc1noc(C)c1S(=O)(=O)N(CC(=O)N1CCCC1)c1ccc(C(C)C)cc1	-2	-9	-3	7	2
44	Cc1cc(NC(=O)COC(=O)COc2ccc(C(=O)c3ccccc3)cc2)no1	2	-11	3	14	-4
45	O=C(Oc1ccc2c(c1)C(=O)c1ccccc1CO2)c1ccccc1	2	-8	9	-4	8
46	Cc1ccc(NC2c3ccccc3C(=O)N2CCN2CCOCC2)cc1 (stereo not given)	0	-1	-9	2	2
47	Cc1ccc(C(=O)NCc2ccccn2)cc1NC1=NC2CS(=O)(=O)CC2S1 (stereo not given)	-1	2	1	2	7
48	O=C(/C=C/c1ccco1)NC(=S)Nc1ccccc1N1CCCC1	3	-1	-5	-4	16
49	O=C(CN1CCN(c2ccc(F)cc2)CC1)N1CCC(Cc2ccccc2)CC1	2	4	-2	4	3
50	Cc1ccc(S(=O)(=O)N2CCN=C2SCc2c(F)cccc2Cl)cc1	3	2	4	-1	6
51	COc1ccc(Cc2noc(CN(C)CCN3CCc4ccccc4C3)n2)cc1OC	0	-2	6	-12	-8

nr	LMPTP block	MT1-MMP act inh	Rpn11 block	DNMT1 inh	SUMO1 PPI mod
37	0.7	4	i	-4	-3
38	3.3	0	i	6	8
39	3.2	-2	i	-3	3
40	-0.7	4	i	2	2
41	0.5	6	i	-4	9
42	0.5	-1	i	2	-3
43	0.5	-7	i	3	3
44	-0.2	4	i	2	-3
45	2.7	0	i	-4	0
46	-1.1	0	i	1	2
47	-1.2	0	i	-1	4
48	2.8	-5	i	-20	-2
49	-1.7	6	i	-1	0
50	2.9	-1	i	-1	5
51	-1.6	-1	i	-1	3

# By substructure: those above with a thiophene ring, fused or not.
nr	smiles	STEP block	Scp-1 inhibitor	CendR NRP1 mod	SKN-1 block	NadD inh
2	O=C(O)CSCc1nc2scc(-c3ccccc3)c2c(=O)[nH]1	4	-8	-22	-4	-3
34	O=C(Cn1ncc2c(=O)oc3ccccc3c21)NCCc1ccsc1	2	-14	3	-9	-2
36	Cc1c(C(=O)N/N=C/c2ccc(O)c(Br)c2)sc(N)c1C#N	-5	-7	-51	-6	9
39	CCOC(=O)c1c(NC(=O)C2=COCCO2)sc2c1CCN(C(=O)OC)C2	10	-5	-16	15	-4

nr	LMPTP block	MT1-MMP act inh	Rpn11 block	DNMT1 inh	SUMO1 PPI mod
2	0.5	1	i	-1	2
34	-0.7	4	i	3	5
36	-6.5	-53	+	-11	18
39	3.2	-2	i	-3	3
